Screens: PubChem, The Scripps Research Institute Molecular Screening Center
TEAD-YAP block: TEAD-YAP interaction inhibition, primary screen, TEAD-YAP interaction inhibitor project, luminescence, HEK-TIYL cells | 640,000 tested, 1.4% active | inhibition, % at 9.12 µM | AID 1259422, 2018 | TEAD-Gal4/YAP UAS-luciferase luminescence; in the data active means inhibition above about 32%;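 further: 0% = median of test compound wells and 100% = reference inhibitor wells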
MITF inh: MITF inhibitors, primary screen, biochemical, AlphaScreen, human; Microphthalmia-associated transcription factor (Homo sapiens), O75030; AlphaScreen MITF homodimerization, bead proximity signal; inhibition, % at 2.6 µM; 650,000 tested, 0.91% active; AID 1259374, 2018; in the data active means inhibition above about 50%;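 further: 0% = vehicle wells with protein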
FBW7 act: FBW7 E3 ligase activators, primary screen, biochemical, AlphaScreen, human. normalized activity (activation), % at 26.1 µM. AlphaScreen FBW7–phospho-cyclin E peptide binding, activator screen. 650,000 tested, 0.13% active. F-box/WD repeat-containing protein 7 (Homo sapiens), Q969H0; in the data active means normalized activity above about 1.9%;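 further: purified mutant Fbw7 with reduced substrate affinity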
Target sequence (Q969H0 whole entry, looked up): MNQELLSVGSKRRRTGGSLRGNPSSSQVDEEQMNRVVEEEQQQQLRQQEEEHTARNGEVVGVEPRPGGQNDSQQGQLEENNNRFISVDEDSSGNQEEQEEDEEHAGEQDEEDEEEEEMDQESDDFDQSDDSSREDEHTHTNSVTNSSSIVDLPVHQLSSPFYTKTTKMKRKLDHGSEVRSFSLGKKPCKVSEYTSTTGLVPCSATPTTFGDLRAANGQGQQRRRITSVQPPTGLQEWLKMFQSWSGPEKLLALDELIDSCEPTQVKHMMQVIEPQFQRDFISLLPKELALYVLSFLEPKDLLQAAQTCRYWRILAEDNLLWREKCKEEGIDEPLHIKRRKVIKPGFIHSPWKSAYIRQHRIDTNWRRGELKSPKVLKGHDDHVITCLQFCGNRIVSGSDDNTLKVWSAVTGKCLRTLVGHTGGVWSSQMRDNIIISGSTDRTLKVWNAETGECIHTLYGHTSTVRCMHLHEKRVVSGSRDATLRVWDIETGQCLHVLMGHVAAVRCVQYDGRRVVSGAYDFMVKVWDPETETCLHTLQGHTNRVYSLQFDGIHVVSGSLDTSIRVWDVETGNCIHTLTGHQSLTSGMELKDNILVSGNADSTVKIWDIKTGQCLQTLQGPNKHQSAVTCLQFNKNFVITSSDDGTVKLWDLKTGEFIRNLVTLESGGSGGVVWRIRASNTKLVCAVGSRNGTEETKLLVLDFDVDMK
GPR151 ag: activators of human GPR151, primary screen, cell-based, PathHunter beta-arrestin, luminescence; 650,000 tested, 1% active; AID 1508602, 2020; activation, % at 11.2 µM; PathHunter beta-arrestin GPR151 cells; in the data active means activation above about 4.9%;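 further: 0% = median of compound wells and 100% = cells with positive control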
Target sequence (Q8TDV0 whole entry, looked up): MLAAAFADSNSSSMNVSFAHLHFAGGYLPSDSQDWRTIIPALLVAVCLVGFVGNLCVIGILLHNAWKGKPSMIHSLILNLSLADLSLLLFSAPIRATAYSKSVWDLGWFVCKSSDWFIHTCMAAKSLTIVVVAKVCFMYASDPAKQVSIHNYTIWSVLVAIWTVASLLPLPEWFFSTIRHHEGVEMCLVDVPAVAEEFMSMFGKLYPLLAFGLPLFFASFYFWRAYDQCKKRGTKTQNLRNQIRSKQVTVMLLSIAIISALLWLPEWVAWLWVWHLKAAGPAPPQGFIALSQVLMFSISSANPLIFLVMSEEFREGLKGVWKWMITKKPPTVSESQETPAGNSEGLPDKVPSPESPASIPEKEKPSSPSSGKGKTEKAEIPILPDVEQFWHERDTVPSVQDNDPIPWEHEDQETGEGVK
Starred values were filed as active, the others as inactive; / = not tested or not shown. No enrichment for hits (roughly 3.5% active in at least one column).

Start of the data: the first twelve compounds (preview)
SMILES	TEAD-YAP block	MITF inh	FBW7 act	GPR151 ag
CCCCC1=CC2=CC(=O)C(C)(OC(=O)C3CCCC3)C(=O)C2=CO1 (stereo unspecified)	/	0	-0.1	-1.4
OCCC1CN(Cc2cccc(O)c2)CCN1C1CCCCC1 (stereo unspecified)	0	-7	0.0	-2.0
O=C(CSc1cn(CC(=O)N2CCOCC2)c2ccccc12)NCc1ccccc1Cl	-9	3	-0.2	2.8
CCC(C)NC(=O)c1cc(-c2ccc(Cl)cc2)on1 (stereo unspecified)	-71	10	0.0	-1.5
C[C@H]1C(=O)N2CCN(C(=O)OCc3ccccc3)C[C@@H]2C(=O)N1C	3	-9	0.0	-0.7
CCCN1CCN(C(=S)Nc2ccc([N+](=O)[O-])cc2OC)CC1	2	7	-0.1	3.2
CCOC(=O)c1sc(NC(=O)c2ccc([N+](=O)[O-])c(C)c2)c(C(=O)OCC)c1C	1	0	0.1	-0.1
COc1ccc2nc(NCCNC(=O)C(Cl)Cl)c(C#N)cc2c1	13	0	0.1	3.5
O=C(Nc1cccc(F)c1)c1ccc(Cl)cc1[N+](=O)[O-]	3	4	-0.2	1.4
CCOC(=O)C1=C(c2ccccc2)N=c2s/c(=C\c3c[nH]c4ccccc34)c(=O)n2C1c1cccs1 (stereo unspecified)	-2	-3	-0.1	0.8
CC(=O)NC(C(=O)O)C(C)(C)SN=O (stereo unspecified)	/	2	-0.2	-1.9
CCc1ccccc1NC(=O)CSC1CC(=O)N(c2ccc(C(=O)OC)cc2)C1=O (stereo unspecified)	8	2	0.5	0.7

Results, previewed entries included:
SMILES	TEAD-YAP block	MITF inh	FBW7 act	GPR151 ag
CCCCC1=CC2=CC(=O)C(C)(OC(=O)C3CCCC3)C(=O)C2=CO1 (stereo unspecified)	/	0	-0.1	-1.4
OCCC1CN(Cc2cccc(O)c2)CCN1C1CCCCC1 (stereo unspecified)	0	-7	0.0	-2.0
O=C(CSc1cn(CC(=O)N2CCOCC2)c2ccccc12)NCc1ccccc1Cl	-9	3	-0.2	2.8
CCC(C)NC(=O)c1cc(-c2ccc(Cl)cc2)on1 (stereo unspecified)	-71	10	0.0	-1.5
C[C@H]1C(=O)N2CCN(C(=O)OCc3ccccc3)C[C@@H]2C(=O)N1C	3	-9	0.0	-0.7
CCCN1CCN(C(=S)Nc2ccc([N+](=O)[O-])cc2OC)CC1	2	7	-0.1	3.2
CCOC(=O)c1sc(NC(=O)c2ccc([N+](=O)[O-])c(C)c2)c(C(=O)OCC)c1C	1	0	0.1	-0.1
COc1ccc2nc(NCCNC(=O)C(Cl)Cl)c(C#N)cc2c1	13	0	0.1	3.5
O=C(Nc1cccc(F)c1)c1ccc(Cl)cc1[N+](=O)[O-]	3	4	-0.2	1.4
CCOC(=O)C1=C(c2ccccc2)N=c2s/c(=C\c3c[nH]c4ccccc34)c(=O)n2C1c1cccs1 (stereo unspecified)	-2	-3	-0.1	0.8
CC(=O)NC(C(=O)O)C(C)(C)SN=O (stereo unspecified)	/	2	-0.2	-1.9
CCc1ccccc1NC(=O)CSC1CC(=O)N(c2ccc(C(=O)OC)cc2)C1=O (stereo unspecified)	8	2	0.5	0.7
O=C(c1ccc(Cl)c([N+](=O)[O-])c1)N1CCN(C(c2ccccc2)c2ccccc2)CC1	30	12	0.0	-0.8
O=C1N[C@H](CO)C(=O)N2CCN(C(=O)Oc3ccc(Cl)cc3)C[C@H]12	-3	-5	0.2	0.3
Fc1ccc(C2=Nn3cnnc3SC2)cc1	-4	2	-0.1	4.8
O=c1c2sccc2nc(SCc2ccccc2Cl)n1-c1ccc(Br)cc1	3	-5	0.0	1.1
COc1cc(C2Nc3ccccc3C(=O)N2c2ccccc2)cc(OC)c1OC (stereo unspecified)	-13	-14	-0.1	3.6
CCOCCCN1C(=O)C2C(C(=O)Nc3cccc(SC)c3)C3C=CC2(O3)C1C(=O)NC1CCCC(C)C1C (stereo unspecified)	4	-21	0.0	1.2
CCOC(=O)C1CCCN(Cc2ccc(C(=O)NC3CCC(O)CC3)c(=O)[nH]2)C1 (stereo unspecified)	7	-5	0.0	1.0
CS(=O)(=O)c1ccc2nc(NC(=O)c3cc(-c4ccccc4)nc4ccccc34)sc2c1	7	6	-0.1	-0.7
NC(=O)c1ccccc1NC(=S)NC(=O)c1ccccc1Br	-20	14	0.1	1.3
COC(=O)c1c(OCC2CCCCO2)cc(=O)n2c1CCN(Cc1ccc(CO)o1)CC2 (stereo unspecified)	-1	4	0.1	0.5
O=C(C1CC=CCC1)N1CCn2cc(C(F)(F)F)nc2C1 (stereo unspecified)	5	1	0.0	0.2
Nc1cccc(-c2cnc3c(Nc4ccc(Cl)cc4)nccn23)c1	65*	7	0.2	-1.1
CCc1cc2c(cc(C(=O)OC)n2Cc2cc(=O)n3ccccc3n2)s1	0	2	0.2	-0.9
O=C(Nc1ccc(Br)cc1)/C(=C1\Nc2ccc([N+](=O)[O-])cc2N1)[N+](=O)[O-]	15	-38	0.1	-0.4
COc1ccc(S(=O)(=O)N(CC(=O)NC2CCCC2)Cc2ccccc2)cc1OC	-3	0	0.3	-0.7
Cc1cc(C(=O)COC(=O)Cc2ccc(Br)cc2)c(C)n1C	-1	6	-0.2	-1.0
CN(C)CC(C)(O)c1ccc2c(c1)CN(Cc1ccc3c(c1)CCO3)CCO2 (stereo unspecified)	-16	16	1.0	-1.6
CCCS(=O)(=O)NCC1CN(c2ccccc2)C(=O)O1 (stereo unspecified)	4	-2	0.1	2.2
O=C1NC(=Nc2cccc([N+](=O)[O-])c2)SC1(CO)CO	-1	5	-0.1	-1.0
Cc1cc(NCc2cccnc2)nc2ccccc12	-7	4	0.0	-0.3
Cc1ccc(Cc2cnc(NC(=O)c3cccs3)s2)cc1	-74	10	0.1	-0.4
COCCNC(=S)NCCNc1nc2ccc(C)cc2cc1C#N	2	-7	0.1	-0.5
COc1ccc(S(=O)(=O)N2CCc3ccccc32)cc1C(=O)O	-5	-11	0.0	-0.6
COc1ccc(C)cc1NC(=O)N1c2ccccc2Sc2ccccc21	4	-2	-0.1	0.4
COc1ccc(S(=O)(=O)Oc2ccc(NC(C)=O)cc2)cc1C	4	3	-0.1	-2.1
CC(C)C(=O)Nc1nsc(-c2ccc(Cl)cc2)n1	-12	-1	-0.1	-0.1
CC1(C)NC(=O)N(CC(=O)Nc2cccc(C#N)c2)C1=O	7	9	0.1	1.2
CC1CN(c2ccc([N+](=O)[O-])cc2F)CCN1C(=O)Cc1ccccc1 (stereo unspecified)	17	26	0.0	1.7
Cc1cc(NC(=O)C2CCCN(c3ccc(-c4ccc(Cl)cc4)nn3)C2)no1 (stereo unspecified)	-38	11	0.0	-1.0
CCOC(=O)C1=C(c2ccccc2)N(C)C(=O)NC1c1ccc(OC(F)F)c(OC)c1 (stereo unspecified)	-16	7	0.0	-0.1
Cc1ccc(C(=O)N2CCN(C3=NS(=O)(=O)c4ccccc43)CC2)cc1	-6	-1	-0.2	-2.2
O=C(Cn1cnc2c(cnn2-c2ccccc2)c1=O)Nc1ccc(F)cc1F	12	2	0.1	4.7
CN(C(=O)NCc1noc2ccccc12)c1ccc(Br)cc1	-7	0	0.6	0.4
C=CCc1c(C)nc2c(OC)cccc2c1Cl	-18	3	-0.2	-0.4
O=C(Nc1cc(-c2ccco2)nn1CCO)c1c(F)cccc1Cl	3	-7	0.0	1.6
COc1cc(C2C(C(=O)OC3CCCC3)=C(C)NC3=C2C(=O)CC(C)(C)C3)cc(OC)c1O (stereo unspecified)	-11	-3	-0.1	-1.6
CCCNC(=O)C1CC2CCCN2C12C(=O)Nc1ccccc12 (stereo unspecified)	3	-6	0.1	1.9
C[C@@H]1NC(=O)[C@H]2CN(C(=O)c3ccccc3)CCN2C1=O	9	0	-0.1	-1.2
S=c1[nH]nc(CCCCc2n[nH]c(=S)n2-c2ccc(Cl)cc2)n1-c1ccc(Cl)cc1	5	2	-0.1	0.1
CC1(C)CC(=O)CC(C)(C)N1OC(=O)c1ccccn1	-1	16	-0.1	0.1
COc1ccc(-c2cc(C(=O)N(C)C)c3ccccc3n2)cc1	-13	8	0.0	-0.7
Cc1ccc(NC(=O)c2sc3ccccc3c2Cl)c(C(=O)c2ccccc2)c1	-6	-2	0.2	-0.4
Cc1ccc(NC(=O)c2cc3n(n2)C(C(F)(F)F)CC(c2ccc(Cl)c(Cl)c2)N3)cc1C (stereo unspecified)	-8	12	0.4	0.3
COc1cccc(C2CC(c3cccs3)=NN2C(=O)CSc2nnc(CNC(=O)c3cccc(C)c3)n2-c2cccc(C)c2)c1OC (stereo unspecified)	-1	-14	-0.1	1.7
O=S(=O)(c1cccc2nonc12)N1CCC2(CC1)OCCO2	2	14	0.0	-1.5
O=C(CC1SC(=NCc2ccccc2)NC1=O)NCc1ccccc1 (stereo unspecified)	7	4	0.2	-1.2
O=c1cnnc(N/N=C/c2ccc(Cl)c([N+](=O)[O-])c2)[nH]1	2	-10	-0.2	-1.0
Cn1c(=O)c2c(nc(SCC(=O)O)n2Cc2ccc(F)cc2)n(C)c1=O	-4	1	-0.1	9.0*

Further entries.
SMILES	TEAD-YAP block	MITF inh	FBW7 act	GPR151 ag
Cn1c(=O)c([N+](=O)[O-])c(N2CCN(C3CCCC3)CC2)c2ccccc21	10	5	0.0	0.0
CCOc1cc(/C=C2/C(=N)N3OC(C)=CC3=NC2=O)ccc1OCCOc1ccccc1	14	-18	-0.3	-0.1
CCc1ccccc1NC(=O)CSc1c(C)n[nH]c1C	-8	9	0.0	-0.3
CC(C)(C)c1ccc(O)c(CN2CCN(Cc3cc(C(C)(C)C)ccc3O)CC2)c1	-9	0	0.0	0.3
Cc1ccccc1OCCOc1cccc(/C=N/n2cnnc2)c1	-61	14	0.1	1.2
O=C(NC1CC1)C1CC(=O)N(CCc2ccccc2)C1 (stereo unspecified)	0	-10	0.0	-1.2
Cc1cc(C)c(S(=O)(=O)Nc2ccc(-c3cn4ccc(C)nc4n3)cc2)c(C)c1	-5	11	-0.3	-0.9
CC(C)CC1NC(=O)N(CC(=O)Nc2sc3c(c2C#N)CCC(C)C3)C1=O (stereo unspecified)	4	-10	-0.2	-0.7
CCN(C(=O)Cn1ncc2c1-c1ccccc1OC2)c1cc(Cl)ccc1OC	1	-3	-0.4	-0.3
NC(=O)c1oc2ccccc2c1NC(=O)c1ccco1	12	28	1.2	-0.9
CCCCOC(=O)Nc1cc(C)cc(C)c1	-8	-2	0.1	0.2
C=CCOc1ccc(C2Nc3ccccc3-c3nnc(SC)nc3O2)cc1 (stereo unspecified)	-4	4	0.1	-0.7
Cc1cccc2nc(=S)n(C(=O)c3ccc(Cl)cc3)n12	-49	13	0.5	-1.3
O=C1CCCN1CCn1cnc2c(Nc3ccc(N4CCOCC4)cc3)nc(NCc3cccnc3)nc21	6	10	-0.2	1.5
O=C(COc1ccc(Br)cc1)N1CCN(c2ccccc2F)CC1	4	-4	-0.1	2.7
CSc1nc2ccc(NC(=O)C(C)N=C3NS(=O)(=O)c4ccccc43)cc2s1 (stereo unspecified)	-7	15	0.2	0.0
CCc1ccc(C(=O)N[C@H]2C[C@H]3C(=O)N[C@@H](Cc4ccccc4)C(=O)N3C2)cc1	4	-4	0.0	0.3
Cc1ccc(OCCC(=O)Nc2ccc3[nH]c(=O)[nH]c3c2)cc1	-3	0	-0.1	0.8
O=C(NCCSCc1ccccc1)c1cc(S(=O)(=O)N2CCCCC2)ccc1F	6	0	0.0	0.1
CCn1c(NCc2ccccc2F)nc2ccccc21	-10	2	-0.1	-0.4
COc1ccc(OC)c(NC(=O)Cn2c(C)c(C=O)c3ccccc32)c1	1	10	0.1	0.6
Cc1cccc(NC(=O)c2cccc(S(=O)(=O)Nc3ccccc3)c2)c1	0	-2	0.1	2.8
CCc1ccc(NC(=O)COc2ccc(C=O)cc2)cc1	7	16	0.2	0.8
c1cnc(Nc2nc(NC3CC3)c3ncn(-c4ccsc4)c3n2)nc1	50*	9	0.1	1.7
CC(C)(C)CC(=O)Nc1nc2c(s1)C(=O)CC(C)(C)C2	-39	-9	0.0	0.4
CCOC(=O)Cc1nn(Cc2ccc(Cl)cc2)c(=O)c2ccccc12	-14	-1	0.1	-0.2
COc1ccc(CC(NC(C)=O)C(=O)NC2CCN(c3nc(C)cc(C)c3C#N)CC2)cc1 (stereo unspecified)	-9	1	-0.2	-0.3
COC(=O)C1=C(O)/C(=C/c2ccc(OCC(=O)Nc3ccccc3)cc2)N=C1C	-2	16	0.1	-0.5
O=C(NCCc1ccccc1)c1ccc2c(=O)n(CCc3ccccc3)c(=S)[nH]c2c1	-1	7	0.1	-0.5
COc1ccc(N2C(=O)/C(=C/c3ccc(F)cc3)NC2=S)cc1	2	17	0.4	0.4

The final two compounds of the part before lead into the next:
SMILES	TEAD-YAP block	MITF inh	FBW7 act	GPR151 ag
O=C(NCCc1ccccc1)c1ccc2c(=O)n(CCc3ccccc3)c(=S)[nH]c2c1	-1	7	0.1	-0.5
COc1ccc(N2C(=O)/C(=C/c3ccc(F)cc3)NC2=S)cc1	2	17	0.4	0.4
CCn1c(C)nc2c(Br)c(O)ccc21	20	7	-0.1	0.7
O=C(CCc1nnc(-c2ccsc2)o1)N1CCCN(C2Cc3ccccc3C2)CC1	5	-5	0.0	-1.2
Cc1nc2c(C(=O)NCc3ccc4c(c3)OCO4)cnn2c(C)c1Cc1cccc(Cl)c1	4	1	0.0	-0.8
CCOC(=O)/C(C#N)=C\c1cn(CCC(=O)O)nc1-c1ccccc1	15	5	0.0	0.5
COC(=O)C1=C(C(=O)OC)SC(=C2C(=S)C(C)(C)N(C(=O)CN3C(=O)C4CCCCC4C3=O)c3c(C)cc(C)cc32)S1 (stereo unspecified)	0	5	-0.3	0.6
